# Screens: PubChem, several laboratories
# KKLEB cytotox – CF airway cell cytotoxicity counter-screen | KKLEB CF airway cells viability, ATPlite luminescence, overnight; hits give low values; cells stimulated with P. aeruginosa culture filtrate | activity change (cytotoxicity), % at 5 µM | 360,000 tested, 0.36% active;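 active means corrected activity change at or below -50% at 5 µM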
# Shn3 inh set2 – reduces Shn3 3'UTR luciferase signal in osteoblasts; Clone20 osteoblast Shn3 3'UTR firefly luciferase, 24 h; 360,000 tested, 0.52% active; inhibition, % at 12.5 µM;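 active means mean inhibition of at least 75% with every replicate also reaching 75%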;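 further: 0% = median of neutral control wells and 100% = pilot-screen positive control compound; some compounds past the cut are filed as inactive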
# NR2E3 ag-1 – activates human photoreceptor nuclear receptor NR2E3 | inhibition of corepressor binding, % at 4.78 µM | AID 2300 | 320,000 tested, 0.12% active | GST-NR2E3/biotin-RetCOR TR-FRET, 1536-well | Q9Y5X4;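 active means percent inhibition above the cutoff of mean plus 3 SD of all tested compounds, set per screening campaign, cut at about 20% in these data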;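 further: 0% = DMSO wells and 100% = biotin wells as full block of FRET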
# Target sequence (Q9Y5X4 whole entry, looked up): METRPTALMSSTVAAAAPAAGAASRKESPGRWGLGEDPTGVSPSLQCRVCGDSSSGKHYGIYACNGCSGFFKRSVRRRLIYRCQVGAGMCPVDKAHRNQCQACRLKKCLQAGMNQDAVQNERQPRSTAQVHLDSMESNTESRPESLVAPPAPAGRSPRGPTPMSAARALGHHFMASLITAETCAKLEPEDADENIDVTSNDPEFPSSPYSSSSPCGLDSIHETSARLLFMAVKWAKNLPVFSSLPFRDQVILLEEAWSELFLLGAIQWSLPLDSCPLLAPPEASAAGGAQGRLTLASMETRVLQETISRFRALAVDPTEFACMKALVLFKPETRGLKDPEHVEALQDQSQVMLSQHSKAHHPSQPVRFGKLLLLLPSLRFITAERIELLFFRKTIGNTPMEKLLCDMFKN
#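 Format: 1536-well format; test system: GST-NR2E3 and biotin-RetCOR proteins; read-out basis: percent inhibition of TR-FRET ratio; timing: 5 h incubation at 4 °C; detection: time-resolved FRET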
# CF NFkB block – blocks PAF-induced NF-kB reporter in cystic fibrosis cells | 360,000 tested, 0.86% active | KKLEB NF-kB-GFP reporter, GFP fluorescence overnight | inhibition, % at 5 µM;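 active means at least 50% inhibition at 5 µM, scaled per plate between neutral and stimulator controls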;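 further: PAF is a Pseudomonas aeruginosa culture filtrate used as stimulus; plate controls were PAF-stimulated DMSO wells for no effect and unstimulated DMSO wells for full effect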
# C8 TRAIL sens – sensitizes caspase-8 expressing cells to TRAIL. NB7+C8 cells + TRAIL, ATPlite viability luminescence. 360,000 tested, 1% active. inhibition (viability loss, TRAIL sensitization), % at 10 µM;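 active means compounds causing at least 50% loss of cell viability in the single-dose screen, relative to plate controls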
# TROY signal inh – TROY signaling inhibition; Q293 LMP1-TROYcd NF-kB luciferase reporter, 4 h; inhibition, % at 10 µM; 360,000 tested, 0.98% active;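 active means compounds whose plate-normalised and pattern-corrected inhibition of the luciferase reporter signal at the single screening dose is 50% or more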
# MITF TRPM1 inh – reduces MITF-dependent TRPM1 promoter luciferase signal; SK-MEL-5 TRPM1 promoter luciferase, 24 h; inhibition, % at 12.5 µM; 330,000 tested, 0.83% active;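 active means mean inhibition across replicates of 60% or more, whatever share of single replicates reaches that level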; further: values of inactives mirror those of a sister screen read the other way
# TWEAK Fn14 block – TWEAK-Fn14 signaling inhibition; TWEAK-stimulated Fn14 reporter cells, luciferase luminescence, 8 h; inhibition, % at 10 µM; AID 1159606; 360,000 tested, 2% active; in the data active means inhibition above about 50%
# HIF-2a block – HIF-2a inhibition. 786-0 RCC cells HIF-2a reporter, luciferase luminescence, overnight. inhibition, % at 18.8 µM. 360,000 tested, 0.72% active;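 active means inhibition of the luminescence signal of 40% or more relative to plate controls, in a single-dose primary screen at 18.75 µM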
# Peg3 promoter – Peg3 promoter activity inhibition; HeLa PEG-Prom luciferase reporter, luminescence, overnight; inhibition, % at 20 µM; 360,000 tested, 1.7% active; AID 588405;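 active means inhibition of at least 50% at 20 µM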
# NR2E3 ag-2 – human photoreceptor-specific nuclear receptor agonism | CHO-S Gal4-NCOR/VP16-NR2E3 two-hybrid, luciferase | inhibition of corepressor binding, % at 3.98 µM | 360,000 tested, 0.35% active | AID 602229;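 active means inhibition above the mean of all tested compounds plus 3 SD, cut at about 70% in these data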;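 further: 0% = DMSO with NR2E3 transfected cells and 100% = cells lacking NR2E3 construct; higher means lower luciferase signal from less NR2E3 corepressor binding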
# * marks the source's active call; other numbers are inactive results; nt = not tested or not shown. The list is partial; the hit share may differ from the screen's.
(1) Cc1nc(NC(=O)c2cc3c(C)nn(-c4ccccc4)c3s2)sc1C(=O)Nc1ccccc1
(2) CC(C)NC(=O)C1(C)CCN1C(=O)c1ccc(F)c(Cl)c1 (stereo not given)
(3) COc1ccccc1N1CCN(C(=S)Nc2ccc(F)cc2)CC1
(4) COc1ccc2nc(NC(=O)CSc3nnc(C)s3)sc2c1
(5) COC(=O)c1ccc2[nH]c(C)c(CN3CCCC3)c(=O)c2c1
(6) O=C(C1CC=CCC1)N1CCN(C(=O)C2CC=CCC2)CC1 (stereo not given)
(7) Cc1ccc(C)c(N2CCN(C(=O)CN3C(=O)c4ccccc4C3=O)CC2)c1
(8) O=C(Nc1nc(-c2cccc([N+](=O)[O-])c2)cs1)c1cccc([N+](=O)[O-])c1C(=O)O
(9) COc1ccc(OC)c2sc(N3CCN(C(=O)c4ccc([N+](=O)[O-])s4)CC3)nc12
(10) COCCCNCC(=O)Nc1ccc(OC(F)(F)F)cc1

Assay by compound	1	2	3	4	5	6	7	8	9	10
KKLEB cytotox	6	-8	-5	-7	8	3	8	6	1	-3
Shn3 inh set2	3	0	18	-32	7	13	-1	3	-3	-3
NR2E3 ag-1	5	nt	0	4	nt	1	-1	2	4	-5
CF NFkB block	3	6	-15	-4	-18	-3	0	-8	-20	9
C8 TRAIL sens	41	-11	-14	12	3	8	-8	1	4	-3
TROY signal inh	3	-3	53*	-49	-8	0	18	16	39	-5
MITF TRPM1 inh	-4	nt	1	-39	5	-6	-1	-9	29	-10
TWEAK Fn14 block	13	20	37	3	2	-14	21	15	-4	-21
HIF-2a block	-2	8	6	-165	15	12	6	1	-24	16
Peg3 promoter	50	11	5	-35	11	1	6	-5	-15	-3
NR2E3 ag-2	-10	-23	-14	-32	-1	3	-32	3	12	-19

(11) CC1CCN(S(=O)(=O)CCNC(=O)c2ccccc2)CC1
(12) CCN1CCCc2cc(CN(CCN3CCOCC3)C(=S)Nc3cccc(Cl)c3)ccc21
(13) CCC(=O)Nc1ccc(/C(C)=N\NC(=O)c2ccc(C)s2)cc1
(14) CC(=O)Nc1ccc(/C=N/NC(=O)c2cccs2)cc1
(15) CC(C)CN1C(=O)c2ccc(C(=O)Nc3nccs3)cc2C1=O
(16) CN(C)CCCOC(=O)COc1ccc(Br)cc1
(17) CCOc1cccc2cc(C(=O)N3CC(C)OC(C)C3)c(=O)oc12 (stereo not given)
(18) COc1ccc(-c2nnc(SCC(=O)N3CCC(Cc4ccccc4)CC3)o2)cc1OC
(19) COc1ccc(N2CCN(C(=O)C(Cc3ccccc3)n3cccc3)CC2)cc1 (stereo not given)
(20) Cc1ccc(C)c(NC(=S)N2CCN(Cc3ccccc3)CC2)c1

Assay by compound	11	12	13	14	15	16	17	18	19	20
KKLEB cytotox	-5	8	-2	8	-1	-6	-12	8	26	4
Shn3 inh set2	-21	28	-19	-86	-73	-4	12	4	5	5
NR2E3 ag-1	1	1	-1	4	0	0	4	3	1	6
CF NFkB block	20	-8	-2	1	2	-2	3	-15	-14	13
C8 TRAIL sens	11	10	3	15	3	3	-9	2	-8	7
TROY signal inh	-9	-3	-48	15	-63	-8	-7	23	9	-3
MITF TRPM1 inh	4	8	-4	-51	-36	0	8	0	nt	6
TWEAK Fn14 block	-7	-76	-15	19	8	-5	-22	13	7	7
HIF-2a block	9	-7	-40	-168	-130	14	21	27	10	11
Peg3 promoter	-14	11	-20	-174	-32	7	53*	34	3	-2
NR2E3 ag-2	6	-2	-50	-91	8	-14	4	8	-17	17

# Exported field by field: part of the list above.
12: CCN1CCCc2cc(CN(CCN3CCOCC3)C(=S)Nc3cccc(Cl)c3)ccc21
  KKLEB cytotox = 8
  Shn3 inh set2 = 28
  NR2E3 ag-1 = 1
  CF NFkB block = -8
  C8 TRAIL sens = 10
  TROY signal inh = -3
  MITF TRPM1 inh = 8
  TWEAK Fn14 block = -76
  HIF-2a block = -7
  Peg3 promoter = 11
  NR2E3 ag-2 = -2
13: CCC(=O)Nc1ccc(/C(C)=N\NC(=O)c2ccc(C)s2)cc1
  KKLEB cytotox = -2
  Shn3 inh set2 = -19
  NR2E3 ag-1 = -1
  CF NFkB block = -2
  C8 TRAIL sens = 3
  TROY signal inh = -48
  MITF TRPM1 inh = -4
  TWEAK Fn14 block = -15
  HIF-2a block = -40
  Peg3 promoter = -20
  NR2E3 ag-2 = -50
14: CC(=O)Nc1ccc(/C=N/NC(=O)c2cccs2)cc1
  KKLEB cytotox = 8
  Shn3 inh set2 = -86
  NR2E3 ag-1 = 4
  CF NFkB block = 1
  C8 TRAIL sens = 15
  TROY signal inh = 15
  MITF TRPM1 inh = -51
  TWEAK Fn14 block = 19
  HIF-2a block = -168
  Peg3 promoter = -174
  NR2E3 ag-2 = -91

# New compounds follow:
(21) COc1ccc(-c2ncc3ccccn23)cc1OC
(22) O=S(=O)(c1cccs1)N1CCC(CO)(Cc2cccc(F)c2)CC1
(23) COc1cc(C=O)ccc1OCCOCCOc1c(C)cc(Cl)cc1Cl
(24) CCN(CC)S(=O)(=O)c1ccc(N2CCOCC2)c(NC(=O)c2cccc3c(=O)c(C)c(-c4ccccc4)oc23)c1
(25) COc1ccc(/C=N/NC(=O)Cn2cnc3ccccc3c2=O)cc1OC
(26) O=C(CCS(=O)(=O)c1ccc(F)cc1)Nc1ccc(N2CCN(Cc3ccccc3)CC2)cc1
(27) COc1cccc(NC(=O)c2ccc(-c3ccccc3[N+](=O)[O-])o2)c1
(28) C=CCn1c(SCc2ccccc2)nc(O)cc1=O
(29) O=C1CC(C(=O)O)S/C(=N\NC(=O)c2ccccc2)N1 (stereo not given)
(30) COc1ccc(C(NC=O)c2cc(OC)c(OC)cc2Br)cc1OC (stereo not given)

Assay by compound	21	22	23	24	25	26	27	28	29	30
KKLEB cytotox	3	-3	0	3	4	-19	16	7	2	-2
Shn3 inh set2	-15	2	2	19	-21	12	-21	-4	-2	8
NR2E3 ag-1	-3	1	-3	-1	2	-4	3	3	2	1
CF NFkB block	-12	14	-19	-3	11	-2	-27	-2	-4	-8
C8 TRAIL sens	4	-5	-13	2	-2	1	-3	8	9	-22
TROY signal inh	-10	32	9	18	4	-16	-49	0	-6	3
MITF TRPM1 inh	-27	9	-17	16	8	-19	-43	2	-4	2
TWEAK Fn14 block	-2	-3	-2	43	-2	-26	-10	1	8	13
HIF-2a block	-43	11	7	5	8	-35	-256	9	4	10
Peg3 promoter	-45	16	6	46	-12	-18	-134	5	8	19
NR2E3 ag-2	-18	-2	-9	-25	-13	-23	-11	-9	-1	-27

# Brought forward from above: 4 compounds, then new ones.
(27) COc1cccc(NC(=O)c2ccc(-c3ccccc3[N+](=O)[O-])o2)c1
(28) C=CCn1c(SCc2ccccc2)nc(O)cc1=O
(29) O=C1CC(C(=O)O)S/C(=N\NC(=O)c2ccccc2)N1 (stereo not given)
(30) COc1ccc(C(NC=O)c2cc(OC)c(OC)cc2Br)cc1OC (stereo not given)
(31) CCOc1ccc(Cl)cc1-c1cc(C(=O)NCc2ccccc2OC)[nH]n1
(32) FC(F)(F)c1cc(-c2ccccc2)nc2nc(N3CCOCC3)sc12
(33) COc1cc(C(=O)OCC(=O)Nc2ccc(S(=O)(=O)NC3=NCCCCC3)cc2)cc(OC)c1OC
(34) Cc1ccccc1C(=O)N1CCC(C(=O)NC(C)c2ccc(-n3ccnc3)cc2)CC1 (stereo not given)
(35) CSc1nc(NCCN(C)C)c2sc3nc(-c4ccco4)c4c(c3c2n1)CCC4
(36) CC(=O)c1cccc(S(=O)(=O)Nc2cccc(S(=O)(=O)NC3=NCCC3)c2)c1
(37) O=C(CN1C(=O)COc2ccccc21)N(Cc1ccc2c(c1)OCO2)CC1CCCO1 (stereo not given)
(38) CC1(C)Cc2nc3sc4c(SCC(=O)NC(c5ccccc5)c5ccccc5)ncnc4c3cc2CO1
(39) Cc1ccc(C)c(NC(=O)CSc2nnc([C@@H](N)Cc3ccccc3)o2)c1
(40) O=C(Nc1ccc(C2CC2(Cl)Cl)cc1)c1cccc([N+](=O)[O-])c1 (stereo not given)

Assay by compound	27	28	29	30	31	32	33	34	35	36	37	38	39	40
KKLEB cytotox	16	7	2	-2	1	13	6	1	3	4	7	-34	3	-4
Shn3 inh set2	-21	-4	-2	8	11	19	23	-14	-10	5	3	-14	-8	2
NR2E3 ag-1	3	3	2	1	nt	4	nt	5	nt	-1	1	1	0	-2
CF NFkB block	-27	-2	-4	-8	-2	-11	-13	-3	4	3	6	21	1	-18
C8 TRAIL sens	-3	8	9	-22	9	-3	-13	10	83*	-6	-23	40	-23	4
TROY signal inh	-49	0	-6	3	-9	4	2	3	-12	1	16	-58	-1	1
MITF TRPM1 inh	-43	2	-4	2	nt	-3	6	8	-4	5	-7	15	6	-39
TWEAK Fn14 block	-10	1	8	13	21	-1	2	15	-15	-4	-14	-55	-2	-50
HIF-2a block	-256	9	4	10	10	2	2	14	19	1	13	-25	17	-212
Peg3 promoter	-134	5	8	19	1	11	0	3	106*	-40	29	-23	6	-240
NR2E3 ag-2	-11	-9	-1	-27	-18	-6	-6	-44	-1	-17	-5	-30	-3	-19

(41) CCCCOc1cc(NCc2ccccc2)c2ncn(C(C)C)c2c1
(42) O=S(=O)(c1cccc2ccccc12)N1CCSC1
(43) Cn1c(=O)c2c(ncn2CC(=O)Nc2nc3ccc(F)cc3s2)n(C)c1=O
(44) S=c1[nH]nc(-c2cc(-c3ccccc3)n[nH]2)n1/N=C/c1c2ccccc2cc2ccccc12
(45) NNC(=O)c1nc[nH]c1C(=O)Nc1ccccn1
(46) Cc1ccc(NC(=O)C2=CC(c3ccc(C)cc3)=NS(=O)(=O)N2C)cc1
(47) CCc1cccc(OCCCCNCCOC)c1
(48) COC(=O)Oc1nsnc1N1CCOCC1
(49) COc1ccc(CCNS(=O)(=O)c2cccc(F)c2)cc1OC
(50) Cn1c(=O)c(-c2cc(=O)[nH][nH]2)c(O)c2ccccc21
(51) COc1ccc(C(=O)NC2CCCc3c2cnn3-c2ccc(C)c(C)c2)c(OC)c1OC (stereo not given)
(52) O=C(Nc1ccc(Cl)c(S(=O)(=O)N2CCOCC2)c1)c1cc(-c2ccccn2)nc2ccccc12
(53) O=S(=O)(NCCNc1ncc(C(F)(F)F)cc1Cl)C(F)(F)F

Assay by compound	41	42	43	44	45	46	47	48	49	50	51	52	53
KKLEB cytotox	-8	-4	12	15	17	-8	-1	10	-11	3	-20	-19	11
Shn3 inh set2	-3	3	-23	-15	8	13	-16	5	21	10	25	19	4
NR2E3 ag-1	nt	2	3	0	3	-4	-1	-1	-2	-2	-1	0	0
CF NFkB block	60*	4	-14	-21	2	-18	0	3	0	-8	8	15	29
C8 TRAIL sens	29	-8	-6	3	-3	8	0	1	-16	-6	0	-6	0
TROY signal inh	12	-12	12	-42	3	17	-25	-7	14	-3	11	13	22
MITF TRPM1 inh	4	2	0	-4	-12	-1	1	7	8	10	0	-8	-5
TWEAK Fn14 block	10	3	0	-5	18	0	-10	6	13	-3	2	22	21
HIF-2a block	1	0	-76	-1	5	1	8	14	8	17	13	19	-79
Peg3 promoter	10	7	-61	19	2	30	-2	2	9	12	32	42	-19
NR2E3 ag-2	-30	9	-26	-21	-11	12	-12	-2	12	-11	7	-26	18
